CHO-K1 Ca antag = nonselective inhibitor or artifact in parental CHO-K1 cells; hit rate 0.6% among 360,000; inhibition, % at 3 µM; AID 602250; ATP-induced calcium, Fluo-8 fluorescence;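 active = inhibition above a per-plate cutoff, the plate's mean sample inhibition plus 3 SD, cut at about 24% in these data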;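 also: 0% = DMSO plus EC80 ATP and 100% = DMSO alone without ATP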
OXTR potentiate = potentiators of human oxytocin receptor; P30559; CHO-OTR cells, Fluo-8 calcium fluorescence, potentiator mode; 0% = oxytocin EC15, 100% = EC100; activation, % at 3 µM; hit rate 0.061% among 320,000; AID 2445;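 active = activation above that plate's cutoff, the mean activation of tested compounds plus 3 SD, cut at about 6.6% in these data, passing the limit was not always enough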;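 also: 100% uses oxytocin at 75 nM as the full agonist control; some results filed as inactive read as strong as hits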
Target sequence (P30559 whole entry, looked up): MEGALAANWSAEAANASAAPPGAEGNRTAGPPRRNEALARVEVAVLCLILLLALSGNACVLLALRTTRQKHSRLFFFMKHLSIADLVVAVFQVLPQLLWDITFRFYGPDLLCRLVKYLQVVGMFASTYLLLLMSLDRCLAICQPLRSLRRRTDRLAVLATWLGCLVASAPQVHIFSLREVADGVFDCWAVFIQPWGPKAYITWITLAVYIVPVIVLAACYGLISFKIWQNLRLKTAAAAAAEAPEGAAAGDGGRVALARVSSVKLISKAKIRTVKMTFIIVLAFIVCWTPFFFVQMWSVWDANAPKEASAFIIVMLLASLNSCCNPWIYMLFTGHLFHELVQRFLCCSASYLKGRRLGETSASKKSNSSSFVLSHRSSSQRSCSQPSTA
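test system = CHO-OTR cells, human receptor | compound = single-point 3.0 µM | schedule = 6 min compound pre-incubation at room temperature, 100 s kinetic read | signal = Fluo-8 no-wash calcium dye fluorescence, excitation 470-495 nm, emission 515-575 nm | repeats = single well per compound, singlicate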
M1 PAM parental = counter-screen for M1 PAMs: effect in parental CHO-K1 cells. ATP EC20, Fluo-8 calcium fluorescence; 0% at ATP EC20, 100% at ATP max. activation, % at 3 µM. hit rate 0.02% among 360,000;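 active = activation above the run cutoff, the mean activation of all test compounds plus 3 SD, cut at about 40% in these data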;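 also: peak over basal fluorescence ratio in a 140 s read after ATP addition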
CHO parental Ca = signal in parental CHO cells, OX1R antagonist counter-screen; parental CHO-K1, ATP-induced calcium, Fluo-8 fluorescence; inhibition, % at 5.6 µM; hit rate 0.63% among 330,000; AID 463079;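 active = inhibition above that plate's mean sample inhibition plus 3 SD, cut at about 26% in these data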;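 also: 0% = ATP-challenged DMSO wells and 100% = DMSO wells without ATP; some compounds past the cut are filed as inactive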
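Assay system: parental CHO cells; Read-out basis: percent inhibition of ATP-evoked calcium rise, normalized to controls; Benchmarks: ATP and no-ATP DMSO wells; Compound dosing: single nominal dose of 5.6 µM per compound; Signal: Fluo-8 calcium dye fluorescence; Also added: ATP as calcium-mobilizing challenge; Repeats: singlicate.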
M1 ag = agonists of human M1 muscarinic receptor; CHO-K1 hM1, Fluo-8 calcium fluorescence, agonist mode; 0% DMSO, 100% acetylcholine EC100; hit rate 0.33% among 360,000; AID 588814; activation, % at 3 µM; P11229;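 active = activation above the run's mean compound activation plus 3 SD, cut at about 16% in these data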;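 also: peak over basal fluorescence ratio within a 140 s kinetic read after compound addition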
Target sequence (P11229 whole entry, looked up): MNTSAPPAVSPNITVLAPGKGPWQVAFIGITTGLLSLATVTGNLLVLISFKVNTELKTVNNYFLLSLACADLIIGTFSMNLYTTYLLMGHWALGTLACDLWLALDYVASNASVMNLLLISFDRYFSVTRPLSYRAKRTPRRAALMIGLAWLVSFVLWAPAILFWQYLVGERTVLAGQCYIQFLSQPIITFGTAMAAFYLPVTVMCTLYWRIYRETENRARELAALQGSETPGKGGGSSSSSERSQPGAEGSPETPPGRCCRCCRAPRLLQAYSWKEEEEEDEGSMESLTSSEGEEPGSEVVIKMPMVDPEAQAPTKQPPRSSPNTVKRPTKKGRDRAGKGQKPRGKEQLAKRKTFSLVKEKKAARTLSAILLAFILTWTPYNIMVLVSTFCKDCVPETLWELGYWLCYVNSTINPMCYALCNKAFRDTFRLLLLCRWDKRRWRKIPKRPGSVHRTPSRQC
V1aR counter = activates human V1a receptor in oxytocin agonist counter-screen; P37288; CHO-V1R cells, Fluo-8 calcium fluorescence, agonist mode; 0% DMSO, 100% 3 nM vasopressin; activation, % at 3 µM; hit rate 0.25% among 320,000; AID 2797;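 active = activation above the mean activation of all tested compounds plus 3 SD, per screening run, cut at about 20% in these data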;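 also: signal is peak over basal fluorescence ratio across a 100 second FLIPR read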
TAAR1 antag = antagonists of human TAAR1; CHO RD-HGA16 TAAR1, Fluo-8 calcium fluorescence, antagonist; Q96RJ0; inhibition, % at 3 µM; hit rate 1.5% among 360,000; AID 624466;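 active = inhibition above a per-plate cutoff, the mean inhibition of test compounds on that plate plus 3 SD, cut at about 49% in these data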;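 also: 0% = DMSO plus EC80 beta-PEA response and 100% = DMSO alone without agonist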
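System: CHO RD-HGA16 cells bearing hTAAR1. Reagent: EC80 β-phenethylamine stimulus. Schedule: seeding 17-24 h prior, 75-min 37 °C, 30-min RT dye loading. Signal: Fluo-8 intracellular calcium dye fluorescence, real-time kinetic reads. Read-out: % inhibition from peak post-agonist over basal fluorescence ratio. Benchmarks: vehicle wells and EC80 agonist wells. Replicates: n of 1.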
TAAR1 ag = agonists of human TAAR1. hit rate 0.99% among 360,000. CHO RD-HGA16 TAAR1, Fluo-8 calcium fluorescence; vehicle wells 0%, saturating PEA agonist 100%. activation, % at 3 µM;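 active = activation above the mean activation of all test compounds in the run plus 3 SD, cut at about 38% in these data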
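Repeats: no replicates (n 1) | Material: CHO-derived RD-HGA16 cells with stable Gα16 and human TAAR1 | Technique: Kinetic Fluo-8 calcium fluorescence | Schedule: 17-24 h seeding, 75 min 37 °C dye, 30 min RT | Evaluation: % activation from peak over basal fluorescence ratio, DMSO-to-PEA scaled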
CHO-K1 Ca ag = M1 agonist counterscreen hit in parental CHO-K1 cells; activation, % at 3 µM; AID 602248; hit rate 0.48% among 360,000; Fluo-8 calcium fluorescence; scaled to maximal ATP response, vehicle zero; in the data active = activation above about 15%;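 also: untransfected CHO-K1 host cells lacking M1 receptor as counterscreen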
* marks the source's active call; other numbers are inactive results. Outcome played no part in choosing rows; about 3.3% have a hit in one of these screens.

Screening CCOC(=O)c1c[nH]c2c(Cl)c(Cl)ccc2c1=O returned CHO-K1 Ca antag -3, OXTR potentiate -7, M1 PAM parental 14, CHO parental Ca 2, M1 ag 3, V1aR counter 0.5, TAAR1 antag -2, TAAR1 ag 0 and CHO-K1 Ca ag 0.5.
`CN(CCOc1ccc(Cl)cc1)C(=O)C1CCN(C(=O)c2ccc(F)cc2)CC1` gave CHO-K1 Ca antag -5, OXTR potentiate -7, M1 PAM parental 1, CHO parental Ca -15, M1 ag 0, V1aR counter 9.8, TAAR1 antag -4, TAAR1 ag 1 and CHO-K1 Ca ag 4.5.
For Cc1ccc(-c2noc(CN(C(=O)CCN3C(=O)c4ccccc4C3=O)C(C)C)n2)cc1 the results were CHO-K1 Ca antag 15, OXTR potentiate -1, M1 PAM parental -11, CHO parental Ca -32, M1 ag -8, V1aR counter -0.2, TAAR1 antag 0, TAAR1 ag 9 and CHO-K1 Ca ag -0.8.
For CN(C)S(=O)(=O)c1ccc(S(=O)(=O)N(Cc2ccco2)Cc2ccccc2Cl)cc1 the results were CHO-K1 Ca antag -20, OXTR potentiate -8, M1 PAM parental -6, CHO parental Ca 0, M1 ag -3, V1aR counter 2.0 and CHO-K1 Ca ag 0.6.
Cn1nnnc1Sc1ncnc2scc(-c3ccccc3Br)c12 was read as CHO-K1 Ca antag -8, OXTR potentiate -2, M1 PAM parental 7, CHO parental Ca -20, M1 ag -9, V1aR counter -0.7, TAAR1 antag 5, TAAR1 ag 0 and CHO-K1 Ca ag 0.0.
Screening O=C(CNCc1ccccc1)Nc1cccc(Cl)c1Cl returned CHO-K1 Ca antag 5, OXTR potentiate -4, M1 PAM parental 9, CHO parental Ca -6, M1 ag 0, V1aR counter -2.2, TAAR1 antag -21, TAAR1 ag 5 and CHO-K1 Ca ag -0.1.
Screening CC(C)(C)C(=O)NC1CC2CCCC(C1)N2C(=O)Nc1cccc(Cl)c1 (configuration not stated) returned CHO-K1 Ca antag -3, OXTR potentiate -3, M1 PAM parental 22, CHO parental Ca -4, M1 ag -8, V1aR counter -0.5, TAAR1 antag 1, TAAR1 ag 1 and CHO-K1 Ca ag 0.1.
COc1ccc(/C=N/OCC(=O)N=Nc2c(O)[nH]c3ccc(Br)cc23)cc1OC was read as CHO-K1 Ca antag -4, OXTR potentiate -8, M1 PAM parental 20, CHO parental Ca -18, M1 ag -8, V1aR counter -0.6, TAAR1 antag 29, TAAR1 ag 3 and CHO-K1 Ca ag 0.2.
`COC(=O)c1ccccc1NC(=S)NC(=O)CC(C)C` gave CHO-K1 Ca antag -16, OXTR potentiate -4, M1 PAM parental 19, CHO parental Ca -12, M1 ag -5, V1aR counter -1.1, TAAR1 antag -8, TAAR1 ag 9 and CHO-K1 Ca ag -0.1.
COc1ccc(CCC(=O)Nc2ccc3c(c2)OCO3)cc1OC was read as CHO-K1 Ca antag -10, OXTR potentiate -4, M1 PAM parental 10, CHO parental Ca -10, M1 ag 3, V1aR counter 1.0, TAAR1 antag 2, TAAR1 ag 2 and CHO-K1 Ca ag 3.9.
Screening CC(=O)c1c(C)[nH]c(C(=O)OCC(=O)N2CC(=O)Nc3ccccc32)c1C returned CHO-K1 Ca antag 6, OXTR potentiate -10, M1 PAM parental -6, CHO parental Ca -21, M1 ag 0, V1aR counter 2.1, TAAR1 antag 0, TAAR1 ag 2 and CHO-K1 Ca ag 0.6.
`COC(=O)c1cc2ccccc2c(-c2c(O)ccc3ccccc23)c1O` gave CHO-K1 Ca antag -7, OXTR potentiate -7, M1 PAM parental 11, CHO parental Ca -1, M1 ag -6, V1aR counter 0.6, TAAR1 antag 21, TAAR1 ag -1 and CHO-K1 Ca ag 0.2.
For CNC(=S)N1N=C(c2cccs2)CC1c1ccc(OC)cc1 (configuration not stated) the results were CHO-K1 Ca antag -11, OXTR potentiate 15, M1 PAM parental 11, CHO parental Ca -13, M1 ag -7, V1aR counter -0.1, TAAR1 antag -15, TAAR1 ag 2 and CHO-K1 Ca ag 0.3.
CN(C)CCCOc1ccc(Cl)cc1Br was read as CHO-K1 Ca antag -8, OXTR potentiate 2, M1 PAM parental 18, CHO parental Ca -16, M1 ag -8, V1aR counter 1.8, TAAR1 antag 17, TAAR1 ag 6 and CHO-K1 Ca ag 0.9.
Screening CC[C@@]1(C(=O)OC)N[C@H](CN(C)C(=O)c2ccc(C)cc2)[C@@H]2C(=O)N(C)C(=O)[C@@H]21 returned CHO-K1 Ca antag -3, OXTR potentiate -4, M1 PAM parental 4, CHO parental Ca -7, M1 ag -1, V1aR counter 0.8, TAAR1 antag -19, TAAR1 ag 3 and CHO-K1 Ca ag 0.2.
CCc1c(C)nc2ncnn2c1N1CCCC(C(=O)NCc2ccco2)C1 (configuration not stated) was read as CHO-K1 Ca antag -26, OXTR potentiate -2, M1 PAM parental 11, CHO parental Ca -21, M1 ag -8, V1aR counter 0.2, TAAR1 antag 0, TAAR1 ag 6 and CHO-K1 Ca ag 0.1.
For Cc1cccc(C)c1NC(=O)c1cccc(C(=O)Nc2c(C)cccc2C)n1 the results were CHO-K1 Ca antag -5, OXTR potentiate -1, M1 PAM parental 6, CHO parental Ca -9, M1 ag -6, V1aR counter 0.9, TAAR1 antag -20, TAAR1 ag 0 and CHO-K1 Ca ag 0.8.
For Cc1cc(N)n2nc(C)c(-c3ccc(Cl)cc3)c2n1 the results were CHO-K1 Ca antag 5, OXTR potentiate -1, M1 PAM parental 6, CHO parental Ca -12, M1 ag -10, V1aR counter -0.9, TAAR1 antag -12, TAAR1 ag 1 and CHO-K1 Ca ag -1.1.
For COc1ccc(N(C)S(=O)(=O)c2cccc(C(=O)NC3CCCC(C)C3C)c2)cc1 (configuration not stated) the results were CHO-K1 Ca antag -1, OXTR potentiate -2, M1 PAM parental 4, CHO parental Ca -25, M1 ag -5, V1aR counter 0.0, TAAR1 antag -9, TAAR1 ag -1 and CHO-K1 Ca ag 0.6.
`CC(=O)Nc1ccc(SCCCC(=O)c2ccccc2)cc1` gave CHO-K1 Ca antag 0, OXTR potentiate -9, M1 PAM parental -6, CHO parental Ca -6, M1 ag -3, V1aR counter 2.9, TAAR1 antag 2, TAAR1 ag 1 and CHO-K1 Ca ag 2.1.
For Cc1sc2ncnc(OCC(=O)NCc3cccs3)c2c1C the results were CHO-K1 Ca antag -22, OXTR potentiate -6, M1 PAM parental 22, CHO parental Ca -25, M1 ag -2, V1aR counter -0.1, TAAR1 antag 1, TAAR1 ag 13 and CHO-K1 Ca ag 1.1.
For Cc1cc(=O)oc2c3c(ccc12)OC/C3=N/N the results were CHO-K1 Ca antag -3, OXTR potentiate 3, M1 PAM parental 7, CHO parental Ca -3, M1 ag -4, V1aR counter 0.5, TAAR1 antag -21, TAAR1 ag 2 and CHO-K1 Ca ag 0.9.
Cc1ccc(S(=O)(=O)N2CCN(C(=O)c3cc4c(s3)CCC(C)C4)CC2)cc1 (configuration not stated) was read as CHO-K1 Ca antag -10, M1 PAM parental -9, M1 ag -3, TAAR1 antag -46, TAAR1 ag 1 and CHO-K1 Ca ag 0.6.
O=[N+]([O-])c1cccnc1Oc1ccccc1F was read as CHO-K1 Ca antag -7, OXTR potentiate -7, M1 PAM parental 9, CHO parental Ca -4, M1 ag -3, V1aR counter 0.2, TAAR1 antag -8, TAAR1 ag 1 and CHO-K1 Ca ag -0.5.
Cc1cnc(C(=O)OCC(=O)Nc2ccccc2-c2ccccc2)cn1 was read as CHO-K1 Ca antag -1, OXTR potentiate -5, M1 PAM parental -11, CHO parental Ca -16, M1 ag -4, V1aR counter 1.2, TAAR1 antag -5, TAAR1 ag 1 and CHO-K1 Ca ag 0.0.
Screening Cc1cc(Cl)c2oc(C(=O)N3CCC(O)(c4ccccc4)CC3)c(C)c2c1 returned CHO-K1 Ca antag -9, OXTR potentiate 1, M1 PAM parental 27, CHO parental Ca -16, M1 ag 0, V1aR counter 1.0, TAAR1 antag 1, TAAR1 ag 10 and CHO-K1 Ca ag 1.2.
Screening COc1ccc(NC(=O)Nc2ccc3nccnc3c2)cc1 returned CHO-K1 Ca antag 1, OXTR potentiate -19, M1 PAM parental -5, CHO parental Ca -17, M1 ag 1, V1aR counter 4.1, TAAR1 antag 8, TAAR1 ag 35 and CHO-K1 Ca ag 2.9.
COc1ccc(CC(NC(C)=O)C(=O)NC2CCN(C(=O)Nc3ccccc3Cl)CC2)cc1OC (configuration not stated) was read as CHO-K1 Ca antag 18, OXTR potentiate -15, M1 PAM parental -6, CHO parental Ca 5, M1 ag -2, V1aR counter 1.1, TAAR1 antag -19, TAAR1 ag 9 and CHO-K1 Ca ag -0.1.
For CCCC(=O)N1CCC1(C)C(=O)Nc1ccc(-n2cccc2)cc1 (configuration not stated) the results were CHO-K1 Ca antag -2, M1 PAM parental -4, M1 ag -4 and CHO-K1 Ca ag 0.2.
For CC(C)CCNC(=O)CO/N=C/c1ccccc1OC(F)F the results were CHO-K1 Ca antag -1, OXTR potentiate -5, M1 PAM parental 1, CHO parental Ca -19, M1 ag -7, V1aR counter -0.9, TAAR1 antag 7, TAAR1 ag 3 and CHO-K1 Ca ag 0.1.
N#Cc1ccc(Oc2ccc(C(N)=O)cc2)cc1C#N was read as CHO-K1 Ca antag -9, OXTR potentiate 0, M1 PAM parental 14, CHO parental Ca 3, M1 ag 1, V1aR counter 0.8, TAAR1 antag 9, TAAR1 ag 1 and CHO-K1 Ca ag 1.2.
Cc1ccc(-c2nc(-c3ccncc3)no2)cc1 was read as CHO-K1 Ca antag -18, M1 PAM parental 6, M1 ag -7, TAAR1 antag -28, TAAR1 ag 5 and CHO-K1 Ca ag -0.3.
`COc1ccccc1NC(=O)CSc1nnc(-c2ccoc2C)n1CCc1ccccc1` gave CHO-K1 Ca antag 8, OXTR potentiate -21, M1 PAM parental -2, CHO parental Ca -21, M1 ag -6, V1aR counter -1.0, TAAR1 antag -9, TAAR1 ag 2 and CHO-K1 Ca ag 0.6.

Source: PubChem (The Scripps Research Institute Molecular Screening Center)
